# Assay outcomes (PubChem BioAssay)
# HTRA1 inhibitor: blocks human HTRA1 serine peptidase. recombinant HTRA1, FP-rhodamine activity-based probe, fluorescence polarization. inhibition, % at 5.96 µM. Q92743. 340,000 compounds, 0.5% hits; in the data active = inhibition above about 36%;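 note: 0% = enzyme with DMSO and 100% = wells lacking enzyme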
# PRMT1 inh: inhibitors of human PRMT1; Q99873; AID 652257; inhibition, % at 2.79 µM; 370,000 compounds, 1.3% hits; recombinant PRMT1, activity-based probe fluorescence polarization;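 active = inhibition above about 21% made by adding two undisclosed values, limit read from the data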
# Target sequence (Q99873 whole entry, looked up): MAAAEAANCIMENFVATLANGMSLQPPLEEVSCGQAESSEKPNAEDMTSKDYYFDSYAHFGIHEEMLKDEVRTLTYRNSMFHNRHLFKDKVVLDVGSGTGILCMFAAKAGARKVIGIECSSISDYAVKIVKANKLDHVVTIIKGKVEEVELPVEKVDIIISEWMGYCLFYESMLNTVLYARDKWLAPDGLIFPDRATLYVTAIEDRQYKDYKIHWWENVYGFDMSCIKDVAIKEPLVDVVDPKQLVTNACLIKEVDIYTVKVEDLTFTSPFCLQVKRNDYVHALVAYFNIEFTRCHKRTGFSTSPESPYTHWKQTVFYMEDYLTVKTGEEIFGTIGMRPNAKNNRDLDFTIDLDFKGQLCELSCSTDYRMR
# SIAE primary: inhibitors of human sialic acid acetylesterase SIAE | Q9HAT2 | 370,000 compounds, 0.69% hits | AID 1053197 | SIAE FP-Rh probe binding, fluorescence polarization | inhibition, % at 9.66 µM;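 active = inhibition above a cutoff: mean of compounds within the control limits plus 3 SD of those, cut at about 17% in these data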;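 note: 0% = plate median of compound wells and 100% = probe without SIAE protein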
# rCAG RNA binder: r(CAG) repeat RNA binding; TO-PRO-1 dye displacement fluorescence; inhibition, % at 3 µM; 370,000 compounds, 1.3% hits;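 active = inhibition above the plate cutoff, the mean of all test compounds on that plate plus 3 SD, cut at about 35% in these data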;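 note: 0% = DMSO alone and 100% = 100 µM mitoxantrone as full dye displacement; higher means more dye released from RNA so lower well fluorescence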
# NPR1 activator: GC-A (human) enzyme activation | P16066 | HEK293 GC-A cells, cGMP TR-FRET, EC30 ANP; 0% at EC30 ANP, 100% saturating ANP | activation, % at 10 µM | 370,000 compounds, 0.14% hits | AID 1671463; in the data active = activation above about 40%
# ABHD4 inh: inhibits mouse alpha/beta hydrolase domain 4 | purified mABHD4, FP-Rh probe fluorescence polarization | inhibition, % at 8.92 µM | AID 720543 | Q8VD66 | 370,000 compounds, 0.54% hits;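 active = inhibition exceeding the mean over every tested compound plus 3 SD, cut at about 30% in these data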;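 note: 0% = plate median of compound wells and 100% = S159A mutant with DMSO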
# Target sequence (Q8VD66 whole entry, looked up, the tested form may be a part): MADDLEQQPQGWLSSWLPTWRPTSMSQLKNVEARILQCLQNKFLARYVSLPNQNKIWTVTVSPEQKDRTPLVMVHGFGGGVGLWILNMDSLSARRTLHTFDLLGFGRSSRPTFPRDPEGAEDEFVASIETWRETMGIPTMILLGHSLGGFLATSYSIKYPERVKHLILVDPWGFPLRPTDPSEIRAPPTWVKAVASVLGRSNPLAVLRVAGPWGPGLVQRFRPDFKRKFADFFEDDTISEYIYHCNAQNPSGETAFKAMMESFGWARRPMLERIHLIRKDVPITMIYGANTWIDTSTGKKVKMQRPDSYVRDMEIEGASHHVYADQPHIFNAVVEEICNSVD
#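 Assay system: wild-type mouse ABHD4 protein; compound: single nominal dose of 8.92 µM, 0.89% DMSO final; schedule: 45 min + 60 min at 25 °C; measured by: FP readout, ex 525 nm / em 598 nm; evaluation: % inhibition of FP-Rh probe binding versus controls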
# NPR2 activator: GC-B (human) receptor activation; 370,000 compounds, 0.11% hits; activation, % at 10 µM; P20594; AID 1920062; HEK293-GC-B cells, CNP EC30, cGMP TR-FRET; 0% at EC30 CNP, 100% saturating CNP;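 active = activation at 10 µM reaching about 35% in either raw or pattern-adjusted values, limit read from the data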
# UHRF1 binding: UHRF1 methyl-DNA binding inhibition; inhibition, % at 4.4 µM; 370,000 compounds, 0.75% hits; UHRF1 binding to methylated oligo, TR-FRET; in the data active = inhibition above about 21%;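 note: UHRF1 SRA domain binding a hemimethylated CpG hairpin DNA probe; 0% = median of test compound wells and 100% = reference inhibitor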
# MBD2 DNA inh: MBD2-methylated oligo binding inhibition; Q9UBB5; TR-FRET, MBD2 binding to methylated oligonucleotide; inhibition, % at 4.4 µM; 370,000 compounds, 0.31% hits; AID 686964; in the data active = inhibition above about 13%
# Target sequence (Q9UBB5 whole entry, looked up): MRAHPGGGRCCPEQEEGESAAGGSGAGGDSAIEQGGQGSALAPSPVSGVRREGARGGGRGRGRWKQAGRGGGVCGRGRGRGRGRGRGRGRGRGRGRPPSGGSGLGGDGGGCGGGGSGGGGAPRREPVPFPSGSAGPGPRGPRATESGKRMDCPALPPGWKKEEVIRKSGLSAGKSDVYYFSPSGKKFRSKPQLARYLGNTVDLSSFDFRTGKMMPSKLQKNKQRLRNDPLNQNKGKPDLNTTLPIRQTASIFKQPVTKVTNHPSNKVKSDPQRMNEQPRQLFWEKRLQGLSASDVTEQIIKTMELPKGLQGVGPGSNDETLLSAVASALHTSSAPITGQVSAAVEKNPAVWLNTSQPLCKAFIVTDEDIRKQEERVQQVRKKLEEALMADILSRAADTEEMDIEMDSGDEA
# TCR-CD3 inh: inhibitors of human TCR-CD3 interaction. TAMRA-labeled TCR probe fluorescence, biochemical. 360,000 compounds, 0.37% hits. inhibition, % at 9.4 µM; in the data active = inhibition above about 19%;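 note: recombinant mutant TCR 2C K166C tagged with TAMRA read by polarization; 0% = receptor in buffer alone and 100% = receptor with positive control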
# Numbers without * were called inactive; nt = no result given.
nr	molecule	HTRA1 inhibitor	PRMT1 inh	SIAE primary	rCAG RNA binder	NPR1 activator
1	CCOC(=O)C1=CCC(c2ccccc2)N(S(=O)(=O)c2ccccc2[N+](=O)[O-])C1 (centres undefined)	nt	-2.1	0.2	2.4	-6.5
2	CSc1nnc(NC(=O)CCc2ccccc2)s1	-6.5	-0.2	-3.5	-2.2	5.4
3	O=S1(=O)CC(N2CCC(c3ccccc3)CC2)CN1Cc1ccccc1 (centres undefined)	nt	2.5	-7.2	-0.3	-8.7
4	N#CCC[C@H]1CC[C@]2(CCCN(Cc3ccccc3)C2)O1	nt	1.6	0.9	0.9	-1.9
5	Nc1nn(S(=O)(=O)c2ccccc2)cc1-c1ccc([N+](=O)[O-])cc1	-7.1	1.4	6.2	5.3	-1.0
6	Nc1ccccc1C(=O)NCCCN1CCN(c2cccc(Cl)c2)CC1	0.0	-0.2	5.3	-5.6	1.3
7	O[C@H](COc1cccc(F)c1)CN1CCC(C(O)(c2ccccc2)c2ccccc2)CC1	nt	5.2	-3.3	-0.1	-16.2
8	O=C(Nc1ccc(Oc2ccc(C(F)(F)F)cn2)c(Cl)c1)C1CC1	-19.5	-1.2	-2.5	-5.6	-3.0

nr	ABHD4 inh	NPR2 activator	UHRF1 binding	MBD2 DNA inh	TCR-CD3 inh
1	-14.6	-4.6	-0.5	0.8	2.4
2	5.5	-1.7	-0.9	-3.6	4.6
3	4.5	-7.7	0.7	0.5	-6.5
4	5.0	-6.6	0.8	1.7	nt
5	-3.6	-7.6	-1.4	-5.3	-1.0
6	2.4	0.7	-2.0	-3.6	6.3
7	7.4	-12.9	-0.2	4.5	nt
8	-8.6	4.1	1.9	1.1	1.1

# (more compounds)
nr	molecule	HTRA1 inhibitor	PRMT1 inh	SIAE primary	rCAG RNA binder	NPR1 activator
9	COc1ccc(N2C(=O)NC(NC(=O)c3ccncc3)(C(F)(F)F)C2=O)cc1 (centres undefined)	1.3	0.5	1.6	-1.5	3.9
10	C(=NNc1ccc2ccccc2n1)c1ccccn1	nt	-0.8	7.2	-0.1	3.8
11	COc1ccc(C)cc1S(=O)(=O)N(C)CC(=O)N1CCN(c2ccccc2)CC1	1.4	-1.5	6.4	0.4	-0.8
12	CN(CC(=O)NCc1ccccc1)Cc1ccc(Cl)cc1	1.1	3.6	-5.1	-8.2	-3.3
13	CCOC(=O)c1[nH]c2ccccc2c1NC(=O)C(C)(C)C	-5.7	-5.5	12.2	0.4	-0.4
14	O=C(Cc1nc2ccccc2[nH]c1=O)c1ccccc1	-6.5	2.6	-7.3	-0.5	4.1
15	O=C(CNC(=O)c1cccs1)NCC(=O)OCc1ccccc1Cl	1.0	-0.6	-1.2	-1.0	1.1
16	CN(C1CCCCC1)S(=O)(=O)CCNC(=O)c1ccccc1	-2.1	-1.6	-3.0	-4.6	3.1

nr	ABHD4 inh	NPR2 activator	UHRF1 binding	MBD2 DNA inh	TCR-CD3 inh
9	-9.4	-1.3	4.8	7.7	1.2
10	44.5*	0.0	-5.6	2.0	-5.4
11	7.9	-4.7	0.7	-1.6	6.3
12	0.8	-6.4	0.8	-3.5	3.6
13	-3.5	9.2	-2.8	0.1	4.7
14	1.0	-2.1	0.9	0.4	-2.2
15	-2.5	-1.6	3.0	2.4	-1.2
16	2.1	-8.5	-0.4	0.2	2.5

# New compounds follow
nr	molecule	HTRA1 inhibitor	PRMT1 inh	SIAE primary	rCAG RNA binder	NPR1 activator
17	CCn1c2ccccc2c2nnc(SCC(=O)NC(CC(C)C)C(=O)OC)nc21 (centres undefined)	2.8	-3.5	3.8	0.7	-0.5
18	O=C(NNS(=O)(=O)c1cccc(Cl)c1Cl)c1cccc(S(=O)(=O)N2CCOCC2)c1	0.9	3.4	-4.8	5.7	0.9
19	COc1ccc(CCNC(=O)C(=O)NCC2OCCCN2S(=O)(=O)c2cc(C)ccc2C)cc1 (centres undefined)	-1.4	0.5	-0.1	-4.8	-1.0
20	CCOC(=O)N1CCN(c2nc3ccc(C)cc3n3cnnc23)CC1	6.8	5.7	0.8	-1.4	1.5
21	CCCCc1nn(-c2cc(Cl)ccc2OC)c2c1C(=O)CCC2	-9.1	6.7	-2.9	-1.6	0.0
22	Cc1ccc(-n2nnnc2SCC(=O)NNC(=O)c2ccc([N+](=O)[O-])cc2)cc1	-0.9	5.4	-1.4	9.9	1.1
23	Cc1ccc(C)c(S(=O)(=O)NNC(=O)c2sc(NS(=O)(=O)c3ccccc3)nc2C)c1	-3.1	0.2	9.3	47.0*	0.7
24	O=C(C[C@@H]1CC[C@@H]2[C@H](COC[C@@H](O)CN2Cc2cc(F)ccc2F)O1)NCc1ccc(F)cc1	nt	0.8	-0.7	-0.9	2.6

nr	ABHD4 inh	NPR2 activator	UHRF1 binding	MBD2 DNA inh	TCR-CD3 inh
17	-2.7	0.5	4.7	-0.2	-1.3
18	5.7	3.9	1.1	-2.9	-1.5
19	-5.3	3.5	-0.4	-0.5	-0.7
20	-3.4	-4.3	15.8	-1.2	-4.6
21	3.4	-0.9	1.0	7.8	-4.0
22	-2.5	-5.3	-2.6	5.8	-11.4
23	8.1	2.9	-1.7	-3.0	7.1
24	5.7	-2.0	10.2	0.4	-4.8

# Next part:
nr	molecule	HTRA1 inhibitor	PRMT1 inh	SIAE primary	rCAG RNA binder	NPR1 activator
25	Nc1nnnn1/N=C/c1ccco1	0.4	3.3	1.6	-4.6	3.2
26	CC(C)C[C@@H](CN1CCC[C@@H]1CN1C(=S)NC[C@@H]1Cc1ccc(O)cc1)N1C[C@H](Cc2ccc(O)cc2)N(CC2CCCCCC2)C1=S	nt	-3.8	-13.1	4.9	3.4
27	O=C(CNS(=O)(=O)c1ccccc1)OCC(=O)c1ccc([N+](=O)[O-])cc1	-4.1	80.0*	-1.9	3.1	1.3
28	CCS(=O)(=O)N1CCN(c2nc(-c3ccccc3)cs2)CC1	5.1	1.9	-0.7	4.7	1.6
29	COC(=O)CSc1nnc(-c2ccco2)n1-c1ccc(C)cc1	-1.8	1.8	-0.2	-7.3	2.5
30	CSc1ccc(S(=O)(=O)NC2CCCCCC2)cc1	-20.2	0.0	-7.0	-1.7	-2.5
31	Cc1ccsc1C(C(=O)NC(C)(C)C)N(C(=O)c1csnn1)c1ccccc1 (centres undefined)	1.0	-5.8	6.3	-2.7	-7.3
32	CCN(CC)C(=O)Cn1cc(S(=O)(=O)CC(=O)NCc2ccc(C)cc2)c2ccccc21	0.1	-0.8	-5.5	-7.5	2.2

nr	ABHD4 inh	NPR2 activator	UHRF1 binding	MBD2 DNA inh	TCR-CD3 inh
25	-1.9	1.3	3.2	0.2	-3.9
26	-5.2	4.1	-3.3	-0.7	0.9
27	2.0	-2.9	2.4	6.1	-6.0
28	-0.1	-1.1	16.9	9.6	-0.3
29	0.7	3.3	-0.2	-5.4	5.1
30	1.1	3.5	-1.6	0.3	7.3
31	1.5	-5.2	-0.8	-4.1	5.2
32	3.0	-0.8	2.1	-0.1	5.7

# Some of these compounds in order of the MBD2 DNA inh value, smallest number first.
entry | SMILES | MBD2 DNA inh
31 | Cc1ccsc1C(C(=O)NC(C)(C)C)N(C(=O)c1csnn1)c1ccccc1 (centres undefined) | -4.1
26 | CC(C)C[C@@H](CN1CCC[C@@H]1CN1C(=S)NC[C@@H]1Cc1ccc(O)cc1)N1C[C@H](Cc2ccc(O)cc2)N(CC2CCCCCC2)C1=S | -0.7
32 | CCN(CC)C(=O)Cn1cc(S(=O)(=O)CC(=O)NCc2ccc(C)cc2)c2ccccc21 | -0.1
28 | CCS(=O)(=O)N1CCN(c2nc(-c3ccccc3)cs2)CC1 | 9.6

# 2 compounds drawn at random from those above, as already listed:
nr	molecule	HTRA1 inhibitor	PRMT1 inh	SIAE primary	rCAG RNA binder	NPR1 activator
32	CCN(CC)C(=O)Cn1cc(S(=O)(=O)CC(=O)NCc2ccc(C)cc2)c2ccccc21	0.1	-0.8	-5.5	-7.5	2.2
25	Nc1nnnn1/N=C/c1ccco1	0.4	3.3	1.6	-4.6	3.2

nr	ABHD4 inh	NPR2 activator	UHRF1 binding	MBD2 DNA inh	TCR-CD3 inh
32	3.0	-0.8	2.1	-0.1	5.7
25	-1.9	1.3	3.2	0.2	-3.9

# (next part)
nr	molecule	HTRA1 inhibitor	PRMT1 inh	SIAE primary	rCAG RNA binder	NPR1 activator
33	CCOC(=O)c1sc(N2C(=O)C(O)=C(C(=O)c3ccc(C)o3)C2c2ccc(OC)c(OC)c2)nc1C (centres undefined)	-8.5	-1.4	-7.2	32.8	13.3
34	COC(=O)c1ccc2c(=O)n(CCCCCC(=O)NCc3ccccc3)c(=O)[nH]c2c1	-0.1	-1.6	-15.1	-4.4	0.6
35	Cc1cc(NC(=O)C2CC(c3ccccc3Cl)=NO2)no1 (centres undefined)	-5.8	3.4	-3.4	-0.5	0.0
36	CC(=O)Nc1cccc(C(=O)/C=C/c2ccc(Br)cc2)c1	-63.1	6.5	-22.9	3.3	-12.2
37	CNC(=S)N1N=C(c2ccc(C)cc2)CC1c1ccc(OC)cc1 (centres undefined)	-32.3	-4.2	-3.3	-0.5	5.0
38	Cc1ccc(C)c(SCC(=O)Nc2ccc(S(=O)(=O)Nc3ncccn3)cc2)c1	-6.2	0.8	3.1	13.1	-4.5
39	Cc1ccc(-c2cc(C(=O)Nc3ccc(S(=O)(=O)Nc4ncccn4)cc3)[nH]n2)c(O)c1C	-80.4	-4.8	-50.8	61.5*	-3.6
40	Cc1nc(Nc2ccc(Cl)c(Cl)c2)sc1C(=O)Nc1ccccc1	-65.7	-1.4	-5.6	18.0	-4.0

nr	ABHD4 inh	NPR2 activator	UHRF1 binding	MBD2 DNA inh	TCR-CD3 inh
33	-3.2	-1.4	-1.5	1.4	0.6
34	-6.1	-1.9	-2.4	-3.6	0.6
35	2.1	0.3	0.1	-3.2	2.7
36	-36.1	-4.1	1.0	2.5	-1.3
37	-25.8	-4.1	-2.1	3.3	2.5
38	3.2	-1.1	-0.6	0.3	-1.8
39	-31.7	-4.8	1.4	-0.8	0.0
40	-28.6	-2.8	-2.9	-5.2	0.3

# (continued)
nr	molecule	HTRA1 inhibitor	PRMT1 inh	SIAE primary	rCAG RNA binder	NPR1 activator
41	Cc1cc(Br)ccc1NC(=O)C1CCCO1 (centres undefined)	5.6	1.1	0.9	0.0	-3.3
42	O=C(NC1CCCN(Cc2ccccc2F)C1)C1CCC1 (centres undefined)	6.2	-2.5	-2.0	-1.8	-2.4
43	CC1=NN(C(=O)c2ccc(Cl)cc2)C(O)(c2ccccc2)C1 (centres undefined)	2.2	2.8	1.6	2.0	1.9
44	COc1ccc(OC)c(NC(=S)NCc2cccs2)c1	-6.3	0.1	2.2	1.2	14.3
45	COCCN(C(=O)c1snc(C(N)=O)c1N)C(C(=O)NC1CCCC1)c1cc(OC)c(OC)c(OC)c1 (centres undefined)	1.6	2.2	-2.3	-4.8	-1.2
46	C=CCN(CC=C)C(=O)CN1C(=O)c2ccccc2C1=O	-8.3	1.9	-0.9	-4.1	-2.3
47	CCOc1cc(C(N)=O)cc(Br)c1OCC	-2.8	-2.4	10.0	-2.9	4.4
48	CC(C(=O)Nc1cc([N+](=O)[O-])ccc1Cl)N1CCN(c2ccccc2O)CC1 (centres undefined)	-4.5	2.4	8.1	6.5	-1.2

nr	ABHD4 inh	NPR2 activator	UHRF1 binding	MBD2 DNA inh	TCR-CD3 inh
41	-13.0	1.1	2.5	1.4	-0.8
42	0.3	1.4	-0.2	-0.9	-0.3
43	-3.3	9.6	1.2	1.0	14.2
44	5.0	-3.9	4.0	-6.1	4.3
45	2.4	-3.9	-1.8	0.2	0.3
46	-2.7	7.2	2.6	-7.2	2.1
47	-0.3	0.1	0.6	-1.6	11.1
48	0.5	-2.2	2.6	0.6	-6.0

# This is a subset; count on the stated rates, not on these rows.
